INS-1E GSIS act – primary screen for activators of insulin secretion dependent on glucose, INS-1E cells, GLuc reporter luminescence; 0.61% of 370,000 active; AID 743287; INS-1E GLuc reporter insulin secretion, 2-3 h; activation, % at 16.6 µM;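 active = lowest replicate activation of at least 40%, so every replicate reaches that level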;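 note: 0% = median of neutral control wells and 100% = median of IBMX positive control wells; some compounds called inactive have numbers as strong as hits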
FN deposition inh – fibronectin deposition inhibition; AH1F fibroblasts, Alexa488-fibronectin deposition fluorescence, overnight; inhibition, % at 12.6 µM; 0.086% of 350,000 active; AID 743247;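 active = mean inhibition across replicates of 30% or more, regardless of how many single replicates reach that level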;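 note: positive control wells lacked labelled fibronectin entirely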
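Material: AH1F fibroblasts assembling fluorescent fibronectin matrix; amount: 10000 AH1F cells/well; medium: DMEM, 2% serum; reagent: Alexa488-fibronectin, 24 nM final in well; dosing: single compound dose, delivered by pin transfer; incubation: 1 h adhesion, overnight exposure; detection: fluorescence after three HBSS washes, excitation 485 nm, emission 525 nm; measure: fibronectin deposition inhibition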
CFTR F508del cor – correctors of CFTR F508del function in bronchial epithelial cells | CFBE cells, YFP halide quenching; stimulated with forskolin plus potentiator P3; % fluorescence drop versus neutral controls | activity (quench increase), % at 7.58 µM | 0.36% of 350,000 active;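 active = mean added fluorescence quench of at least 8% versus neutral control, with both replicates also reaching 8%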;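 note: cells transiently co-express mutant CFTR-F508del with the halide-sensitive YFP; corrector assay measuring rescue of mutant channel to the surface after 24 h compound exposure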
The depositor's hits bear a star. These rows are one share of the data, so the mix of outcomes need not match the whole.

SMILES	INS-1E GSIS act	FN deposition inh	CFTR F508del cor
COc1ccc(C2c3cc4c(cc3OC(N3CCOCC3)C2C)OCO4)c(OC)c1 (centres undefined)	-25.2	2.9	1.8
COc1ccc(NC(=O)C2=Cc3cccc(OC)c3OC2)cc1	16.3	3.6	1.6
Cc1nn(CCCC(=O)NCc2ccccc2)c(C)c1[N+](=O)[O-]	-6.3	5.4	2.2
Cc1ccc(NC(=O)Nc2ccc(Cl)cn2)cc1	-9.8	-10.1	1.2
O=C(c1ccc2c(c1)OCO2)C1CCCN(Cc2cn[nH]c2-c2ccccc2)C1 (centres undefined)	5.2	-22.8	1.4
COc1cccc(-c2csc(N3CCN(C(=O)Nc4ccc(Cl)cc4)CC3)n2)c1	-21.3	7.0	0.8
S=C(Nc1ccccc1)Nc1cccc(Br)c1	12.5	-5.0	0.5
CCCCn1nnnc1-c1nc2ccccc2[nH]c1=O	12.5	0.0	3.0
COC(=O)c1ccc(N2C(c3cc(OC)cc(OC)c3)=Cc3ccc(-c4ccc(C(N)=O)cc4)cc3C2CC(=O)C2CC2)cc1 (centres undefined)	8.8	7.2	-7.0
CC(=O)N1CCC(C(=O)N2c3ccccc3N=C(c3ccc(C(F)(F)F)cc3)C2C(=O)NC2CCCC2)CC1 (centres undefined)	-27.0	-8.9	-4.5
COC(=O)C1=C(C)N(Cc2cccc(C(F)(F)F)c2)C(=NCc2ccc(C(F)(F)F)cc2)NC1c1ccccc1 (centres undefined)	501.0*	1.4	1.7
CN(C)c1ccc(/C=N/N(CCO)C2=NS(=O)(=O)c3ccccc32)cc1	-1.0	-2.0	-2.3
CCS(=O)(=O)N1[C@H](CO)[C@@H](c2ccccc2)C12CN(C(=O)C1CCC1)C2	19.6	0.0	1.5
COc1cccc(NC(=O)Nc2ccccc2SC)c1	-4.0	6.2	-0.4
COc1ccc(C2CC(=O)C(C=NCCN3CCN(C(=S)Nc4ccccc4)CC3)=C(O)C2)cc1 (centres undefined)	7.6	-0.5	-0.7
O=C(NCc1ccccc1)[C@H]1CCCN1C(=O)[C@H]1CCCN1C(=O)c1cccc(Cl)c1	-6.7	5.8	-1.0
CCC1CCCCN1C(=S)Nc1cccc(S(=O)(=O)N(C)C)c1 (centres undefined)	-13.5	9.1	0.8
Nc1cc(C(=O)O)ccc1Sc1ccccc1C(=O)O	-1.6	7.3	-1.0
CCN=C1NC(c2ccc(F)cc2)C(C(=O)OC)=C(C)N1Cc1ccc(C(F)(F)F)cc1 (centres undefined)	-12.1	6.5	2.4
Cc1cccc(C)c1NC(=O)C(C)n1c(-c2ccc(=O)[nH]c2)nc2ccccc21 (centres undefined)	3.4	2.7	-1.3
CC(C)CCN(C(=O)C1CSC2(C)CCC(=O)N12)c1c(N)n(Cc2ccccc2)c(=O)[nH]c1=O (centres undefined)	0.2	-2.3	0.7
C=CCNC(=S)N(C)[C@H]1C[C@H]2c3[nH]c4c(-c5ccccc5)cccc4c3CCN2C(=O)[C@H]1[C@H](C)O	2.1	5.0	-1.8
Cc1ccc(N(C(=O)c2cc3ccccc3oc2=O)C2C=CS(=O)(=O)C2)cc1 (centres undefined)	0.5	-3.9	2.1
FC(F)(F)c1cc(Cl)c2nc(-c3ccccc3)c(Cc3cccc(Cl)c3)n2c1	82.7	-13.1	-1.4
CCOC(=O)c1ccc(NC(=O)c2cc(OC)c(OC)c(OC)c2Br)cc1	-9.3	-13.1	-5.1
CCOc1ccc(NS(=O)(=O)c2ccc3[nH]c(=O)cc(C(=O)O)c3c2)cc1	-0.2	0.9	0.6
CCCCn1c(N)c(N(CC(C)C)C(=O)C2CC(=O)N(Cc3ccccc3)C2)c(=O)[nH]c1=O (centres undefined)	5.6	6.2	1.2
CCOC(=O)C(=Cc1ccc(N(C)C)cc1)C(=O)c1ccccc1	-1.9	-6.8	-1.2
O=C(c1cc(COc2ccc(F)cc2Cl)on1)N(Cc1ccncc1)CC1CCCO1 (centres undefined)	4.2	-1.0	0.4
OC[C@@H]1[C@H](c2ccc(-c3ccc(F)cc3)cc2)[C@@H](CNC2CCCC2)N1CCC(F)(F)F	-12.8	-11.4	1.8

Given as comma-separated lines: part of the list above
smiles,INS-1E GSIS act,FN deposition inh,CFTR F508del cor
CCCCn1c(N)c(N(CC(C)C)C(=O)C2CC(=O)N(Cc3ccccc3)C2)c(=O)[nH]c1=O (centres undefined),5.6,6.2,1.2
O=C(c1cc(COc2ccc(F)cc2Cl)on1)N(Cc1ccncc1)CC1CCCO1 (centres undefined),4.2,-1.0,0.4
C=CCNC(=S)N(C)[C@H]1C[C@H]2c3[nH]c4c(-c5ccccc5)cccc4c3CCN2C(=O)[C@H]1[C@H](C)O,2.1,5.0,-1.8
Cc1ccc(N(C(=O)c2cc3ccccc3oc2=O)C2C=CS(=O)(=O)C2)cc1 (centres undefined),0.5,-3.9,2.1
FC(F)(F)c1cc(Cl)c2nc(-c3ccccc3)c(Cc3cccc(Cl)c3)n2c1,82.7,-13.1,-1.4
CCOC(=O)C(=Cc1ccc(N(C)C)cc1)C(=O)c1ccccc1,-1.9,-6.8,-1.2

The results go on:
SMILES	INS-1E GSIS act	FN deposition inh	CFTR F508del cor
Cc1ccccc1-c1ccc2c(c1)[C@@H]1C[C@H](N(C)C(=O)Nc3ccccc3)[C@H]([C@H](C)O)CN1CC2	-39.3	3.4	2.6
CC(C)OCC(O)CN1CCN(C(c2ccccc2)c2ccccc2)CC1 (centres undefined)	-21.0	0.3	3.6
COc1cccc(CC2(CO)CCCN(Cc3cn[nH]c3-c3ccccc3)C2)c1 (centres undefined)	2.4	-5.1	-2.5
COc1ccc(NC(=O)COC(=O)CNC(=O)C2CCCCC2)cc1	1.0	-6.4	1.0
Cc1cc(-c2cc(NC(=O)Cc3c[nH]c4ccccc34)ccc2Nc2cccnc2)ccc1F	-34.2	-4.7	0.3
Nc1ccc(S(=O)(=O)Nc2nc(-c3ccccc3)cc(-c3ccccc3)n2)cc1	3.5	3.8	7.7
CC(C)CNC(=O)CO/N=C/c1ccccc1Cl	-6.3	-2.0	-0.6
Cc1ccc(-c2nc3c(Br)cc(C)cn3c2Cc2cccc(Cl)c2)cc1	-19.8	1.2	-2.3
CCCOc1ccc(Cc2c(Cl)nc(SC)nc2NC)cc1	-39.3	-3.6	-0.5
COC(=O)[C@H](Cc1ccccc1)NC(=O)N(C)Cc1ccccc1	-1.6	0.9	0.5
Clc1cccc(CNCCNCc2cccc(Cl)c2)c1	9.4	-16.5	2.1
O=C(NCC1CCCO1)c1cccc(Oc2ccc([N+](=O)[O-])cc2Cl)c1 (centres undefined)	2.2	3.3	0.9
O=C(O)C1CCCN1C(=O)c1cccc(Cl)c1 (centres undefined)	-1.7	-0.9	-2.0
COc1ccc([N+](=O)[O-])cc1NS(=O)(=O)c1ccc(Cl)c(C(=O)Nc2sc3c(c2C#N)CCCCC3)c1	5.5	-8.0	0.8
CCOC(=O)C1=CCN(S(=O)(=O)c2cccc(Cl)c2)C1c1cccc(Br)c1 (centres undefined)	-14.7	-3.9	0.0
CC(C)(C)[S@@](=O)N1Cc2cc(C(=O)NC3CCC3)nc(-c3cccc(Br)c3)c2[C@H]1CCO	0.6	2.9	-2.2
COCc1[nH]nc2c1C(c1cccc(C(F)(F)F)c1)N(c1ccccc1)C2=O (centres undefined)	-42.7	1.0	1.6
CN(N=Cc1ccccc1O)C(=O)c1ccccc1N	12.8	4.6	3.0
CCN(CC(=O)Nc1c(F)cccc1F)C(=O)c1ccc(S(=O)(=O)NCc2ccco2)cc1	14.2	-2.9	-0.3
CCCNC(=O)N1[C@H](CO)[C@H](c2ccc(C3=CCCCC3)cc2)[C@@H]1CNC(C)C	-44.1	-8.7	1.2
O=c1cc(NC2CCCCC2)[nH]c(=O)[nH]1	-5.4	0.6	-0.1
CCOc1ccc(CCNC(=O)COC(=O)c2cc(OC)c(OC)c(OC)c2)cc1OCC	18.2	10.6	2.5
CC1=N/C(=C/c2cccnc2)C(=O)O1	-1.4	7.1	2.1
Cn1c(N)c(C(=O)Nc2c(Cl)cccc2Cl)sc1=S	-6.6	-1.7	2.5
O=[N+]([O-])c1ccc(Cc2ccccn2)c([N+](=O)[O-])c1	-5.3	10.5	-1.2
COc1ccc(C(=O)/C=C/Nc2ccc(S(=O)(=O)Nc3nc(C)cc(C)n3)cc2)cc1OC	11.5	4.8	-0.2
C/C=C/c1ccc(OCC(=O)Nc2ccc(C(N)=O)cc2)c(OC)c1	2.0	-3.9	-0.8
Cc1nc(NCc2ccccc2)c2cc[nH]c2n1	50.2	-4.4	1.8
CN(C)/C=C(\C#N)C(=O)N/N=C/c1ccc(F)cc1	-0.5	-10.2	-5.6
COc1ccccc1-c1ncn(Cc2cccc(-c3ccccc3)c2)c1-c1cc(C)cc(C)c1	-3.8	-5.1	0.3
CCOC(=O)CCCCCCCCC(=O)Nc1ccc(-n2[nH]c(=O)cc2C)cc1	3.5	11.0	-2.6
CCOc1cc(N2CCC(O)CC2)ccc1Nc1ncc2c(n1)N(C)c1ccccc1C(=O)N2C	-1.6	13.4	-2.2
CCc1c(-c2cccc(Br)c2)ncn1Cc1cccc(-c2ccccc2)c1	-26.4	11.3	2.0
COc1cc(SC)ccc1C(=O)Nc1ccncc1	5.8	15.0	-0.4
CCCCCCCCN1C(=O)[C@@H](CC(=O)N2CCCCC2)C[C@@]2(C(=O)OC)C1=C[C@H](C(C)(C)C)O[C@@H]2C	-4.4	6.1	1.3
CN(C(=O)COC(=O)C1CCN(S(=O)(=O)c2c(Cl)cccc2Cl)CC1)C1CCCCC1	-11.3	-4.0	0.5
CC1=NN(C(=O)c2nn(C)cc2Br)C(O)(C(F)(F)F)C1 (centres undefined)	11.2	-0.7	0.2
COc1cccc(CNC(=O)[C@H]2CCCN2C(=O)[C@H]2CCCN2C(=O)OC(C)(C)C)c1	14.2	0.9	-1.2
O=S(=O)(NCC(O)c1ccccc1)c1ccc(-c2ccccn2)s1 (centres undefined)	5.5	8.5	2.0
CCCCCCCCCCCCCCCC(O)C[N+](C)(C)CCO (centres undefined)	363.2*	4.2	1.4
Cc1ccc(S(=O)(=O)N2CC3C(=O)C[C@@H](c4ccccc4)N(S(=O)(=O)c4ccccc4Cl)C3CC2c2ccccc2)cc1 (some centres undefined)	31.9	-4.8	-1.8
COc1cc(/C=N/NC(=O)c2cccc([N+](=O)[O-])c2)cc(OC)c1O	5.5	1.2	-0.3
O=C(COc1coc(CN2CCCc3ccccc32)cc1=O)Nc1ccccc1	26.8	-5.2	-0.3
CC(=O)NC(CCCCNC(=S)NC1CCCCC1)C(=O)O (centres undefined)	6.3	-2.0	0.8
Cc1cccc(NC(=O)C23CCC(C)(C(=O)O2)C3(C)C)c1 (centres undefined)	-7.7	4.6	-2.6
Cc1ccc(NS(=O)(=O)c2cccc3cccnc23)c(Br)c1	-0.9	-11.4	-4.0
C=CCN1CC(COCc2ccccc2)OCCS1(=O)=O (centres undefined)	-5.4	1.3	-1.2
O=c1c(/C=N/OCc2ccc(Cl)cc2Cl)c[nH]n1-c1cccc(Cl)n1	-17.6	-5.6	-0.1
CCCCCCCCC1CC(C(=O)Nc2ccccc2)C(=O)O1 (centres undefined)	-28.8	-0.6	-0.5
COc1cccc(CN2CCN(Cc3nc(-c4cccc(F)c4F)oc3C)CC2=O)c1	-9.1	0.2	-0.6

Additional entries follow:
SMILES	INS-1E GSIS act	FN deposition inh	CFTR F508del cor
CCCCCCCCN1C(=O)[C@@H](CC(=O)N2CCC(c3ccccc3)CC2)C[C@@]2(C(=O)OC)C1=C[C@H](C(C)(C)C)O[C@@H]2C	-17.3	23.7	-1.2
Cc1cc(SCC(=O)OCC(=O)NCc2ccc3c(c2)OCO3)c(C)cc1Br	6.2	-3.9	0.3
CCOC(=O)CC(NC(=O)CCc1c(C)nc2nc(C)nn2c1C)c1ccc(C)cc1 (centres undefined)	-3.5	11.1	1.4
CC(C)OC(=O)CC1C(=O)NCCN1C(=S)NC(=O)CCc1ccccc1 (centres undefined)	2.5	8.4	-1.6
CCN(CC)C(=O)Cn1c(=O)oc2ccccc21	41.5*	-0.6	1.6
NC(=O)NC(=O)COC(=O)c1ccc(OC(F)F)cc1	7.8	-6.7	0.5
O=C(CSc1ccccn1)Nc1ccc(Cl)cn1	0.4	-2.8	2.6
CCNc1nc(NC(C)C)nc(N(C#N)CC(=O)OC)n1	17.9	-14.8	1.4
Cc1ccc(S(=O)(=O)N2CCC(C(=O)OC(C)C(=O)NC(N)=O)CC2)cc1C (centres undefined)	21.4	7.7	-0.7
CCOC(=O)c1cccc(P(=O)(C(C)(C)C)C(C)(C)C)c1	1.0	-8.8	1.8
Cc1ccccc1NC(=O)COC(=O)CNC(=O)c1sc2ccccc2c1Cl	-4.6	1.0	1.1
C/C(=N\NC(=O)CNc1ccccc1)c1ccccc1	18.4	1.2	-3.7
Cn1c(CO)nc2c3ccccc3ccc21	6.3	-4.0	0.4
Cc1cccc(CN2CCN(C3CN(Cc4cn(Cc5cc(C)cc(C)c5)nn4)S(=O)(=O)C3)CC2)c1 (centres undefined)	-35.5	4.7	-0.2
CC1C(=O)N(Cc2ccc([N+](=O)[O-])cc2)c2ccccc2N1C(=O)C1CC1 (centres undefined)	-6.4	3.9	1.5
C=C1[C@H](C)CN(S(=O)C(C)(C)C)[C@H]1CCO (some centres undefined)	5.4	0.4	-1.8
COc1ccc(CN2C(=O)CSCC2(C)C(=O)NCc2ccccc2)cc1OC (centres undefined)	-6.8	0.9	-0.2
Cc1cc(=O)nc2c3ccccc3n(CC(=O)NC(C)c3ccc4c(c3)OCCO4)n12 (centres undefined)	4.6	-0.2	1.1
